Screening data: PubChem BioAssay, several laboratories
BioA inh: blocks M. tuberculosis BioA enzyme activity; purified M. tuberculosis BioA enzyme, plate reader; inhibition, % at 9.99 µM; hit rate 0.096% among 360,000; in the data active = inhibition above about 40%
BH1578 lux ind: induces V. cholerae light production without autoinducers. V. cholerae BH1578 lux reporter, luminescence, 6 h. activation, % at 18.7 µM. hit rate 0.16% among 350,000. AID 588436; in the data active = activation mostly above about 9.7%, no sharp cut-off; also: not every result past the cut was called active; inactives centre near 0; reference of the scale not given here
SSB-PriA inh: K. pneumoniae PriA-SSBct interaction inhibition; inhibition, % at 33 µM; AID 1272365; hit rate 0.6% among 430,000; AlphaScreen SSBct-PriA binding, biotinylated peptide; in the data active = inhibition mostly above about 37%, no sharp cut-off; inactive = mostly below about 20%;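 also: plate controls were negative control peptide for no effect and reference peptide for full effect; strong numbers were not always called active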
UGM FP inh: Mtb UDP-galactopyranose mutase inhibition; purified UGM, fluorescence polarization probe displacement; AID 504406; hit rate 0.06% among 320,000; inhibition, % at 10 µM; in the data active = inhibition above about 10%, passing the limit was not always enough
Target sequence (P9WIQ1 whole entry, looked up): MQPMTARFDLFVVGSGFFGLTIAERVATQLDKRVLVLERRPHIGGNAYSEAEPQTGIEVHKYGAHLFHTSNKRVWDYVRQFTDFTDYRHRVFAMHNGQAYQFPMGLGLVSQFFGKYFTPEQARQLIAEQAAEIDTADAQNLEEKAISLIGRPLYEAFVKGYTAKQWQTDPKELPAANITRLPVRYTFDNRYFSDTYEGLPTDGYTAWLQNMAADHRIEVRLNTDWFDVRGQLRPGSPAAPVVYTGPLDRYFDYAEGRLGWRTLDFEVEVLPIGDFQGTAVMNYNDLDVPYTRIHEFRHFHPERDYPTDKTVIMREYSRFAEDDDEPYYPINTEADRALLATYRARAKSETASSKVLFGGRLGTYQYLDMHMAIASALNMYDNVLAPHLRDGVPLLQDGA
VHR inh abs: blocks human VHR1 dual specificity phosphatase; recombinant VHR phosphatase, pNPP absorbance; hit rate 0.52% among 290,000; P51452; inhibition, % at 13.3 µM; in the data active = inhibition above about 50%; also: some compounds called inactive have numbers as strong as hits
Target sequence (P51452 whole entry, looked up): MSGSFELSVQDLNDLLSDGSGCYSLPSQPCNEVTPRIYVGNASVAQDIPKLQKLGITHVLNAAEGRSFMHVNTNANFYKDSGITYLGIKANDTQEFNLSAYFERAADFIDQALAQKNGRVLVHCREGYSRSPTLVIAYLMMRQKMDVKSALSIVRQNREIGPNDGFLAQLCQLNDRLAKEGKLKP
Rv3671c protease: Rv3671c (M. tuberculosis) protease inhibition | AID 2606 | inhibition, % at 5.96 µM | hit rate 0.048% among 320,000; in the data active = inhibition above about 38%;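 also: extracellular domain of Rv3671c used as enzyme; 0% = enzyme with DMSO and 100% = no enzyme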
FBA Mtb inh: inhibits M. tuberculosis FBA enzyme; purified M. tuberculosis FBA, fluorescence read-out; P9WQA3; hit rate 2.3% among 360,000; inhibition, % at 1 µM; in the data active = inhibition above about 27%;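 also: 0% = vehicle and 100% = reference inhibitor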
Target sequence (P9WQA3 whole entry, looked up): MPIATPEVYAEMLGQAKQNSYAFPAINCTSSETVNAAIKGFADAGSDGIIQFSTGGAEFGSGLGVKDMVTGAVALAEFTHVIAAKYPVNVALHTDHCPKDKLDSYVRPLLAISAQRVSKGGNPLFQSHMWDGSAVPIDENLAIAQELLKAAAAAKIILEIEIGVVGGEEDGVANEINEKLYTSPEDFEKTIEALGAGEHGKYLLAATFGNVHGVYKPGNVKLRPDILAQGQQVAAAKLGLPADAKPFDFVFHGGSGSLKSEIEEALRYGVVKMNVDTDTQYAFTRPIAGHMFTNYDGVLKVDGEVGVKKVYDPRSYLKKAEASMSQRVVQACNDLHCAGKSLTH
MazF activator: MazEF (E. coli) toxin RNase activation. P0AE70. FAM/BHQ RNA-DNA oligo cleavage fluorescence, 5 h. activation, % at 20 µM. hit rate 0.32% among 350,000. AID 504720; in the data active = activation above about 50%
Target sequence (P0AE70 whole entry, looked up): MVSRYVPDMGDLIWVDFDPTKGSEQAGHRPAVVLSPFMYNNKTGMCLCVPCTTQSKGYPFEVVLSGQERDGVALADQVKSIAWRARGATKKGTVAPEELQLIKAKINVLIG
SARS 3CLpro inh: SARS-CoV 3CLpro protease inhibition; P0C6X7; recombinant SARS-CoV 3CLpro, quenched FRET peptide cleavage; inhibition, % at 6 µM; hit rate 0.14% among 290,000; in the data active = inhibition above about 12%
GDH-TPI inh: GDH-TPI coupled enzyme inhibition counter-screen; GDH-TPI coupled enzyme counterscreen, NADH absorbance; inhibition, % at 4.8 µM; hit rate 1.2% among 360,000; AID 588335; in the data active = inhibition above about 30%;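 also: 0% = DMSO wells and 100% = wells lacking the enzyme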
The depositor's hits bear a star. Only part of the results is shown, so the mix of outcomes need not match the whole.

What do the screens show for `COc1ccc(CN(C)C(=O)C2CCN(C(=O)Nc3ccccc3)CC2)cc1OC`?
BioA inh: -3.2; BH1578 lux ind: inactive; SSB-PriA inh: -10; UGM FP inh: -1.1; Rv3671c protease: 8; FBA Mtb inh: 4; MazF activator: 0; GDH-TPI inh: 2

What do the screens show for `O=C1/C(=C/c2ccc(C(=O)O)cc2)CCC/C1=C\c1ccc(C(=O)O)cc1`?
BioA inh: -0.8; BH1578 lux ind: -0.6; SSB-PriA inh: -1; UGM FP inh: 0.3; VHR inh abs: 5; Rv3671c protease: -6; FBA Mtb inh: -4; MazF activator: -4; SARS 3CLpro inh: -4; GDH-TPI inh: 33*

How did CCOc1ccc(NC(=O)C(C)SC(N)=O)cc1 (centres undefined) do in these assays?
BioA inh: -0.5; BH1578 lux ind: -0.1; SSB-PriA inh: 4; UGM FP inh: -0.8; VHR inh abs: 12; Rv3671c protease: -3; FBA Mtb inh: 0; MazF activator: 1; SARS 3CLpro inh: 2; GDH-TPI inh: -3

Results for COCCn1c(C)cc(C2=NNC(=Nc3ccc(F)cc3)SC2)c1C ?
BioA inh: -4.8; BH1578 lux ind: -1.4; SSB-PriA inh: 5; UGM FP inh: -0.1; VHR inh abs: 16; Rv3671c protease: 4; FBA Mtb inh: 4; MazF activator: -15; SARS 3CLpro inh: 3; GDH-TPI inh: 26

How did CCOC(=O)C1CCCN(c2cc(=O)n(-c3ccccc3Cl)c(=O)[nH]2)C1 (centres undefined) do in these assays?
BioA inh: 0.2; BH1578 lux ind: -0.3; SSB-PriA inh: -4; UGM FP inh: -3.6; VHR inh abs: 26; Rv3671c protease: -27; FBA Mtb inh: 0; MazF activator: 9; SARS 3CLpro inh: 8; GDH-TPI inh: -1

How did CCOC(=O)C1=C(C)NC(=O)C(C(N)=O)C12CCCCC2 (centres undefined) do in these assays?
BioA inh: 0.9; BH1578 lux ind: 0.0; SSB-PriA inh: 0; UGM FP inh: -0.8; VHR inh abs: 15; Rv3671c protease: 8; FBA Mtb inh: -3; MazF activator: -1; SARS 3CLpro inh: 2; GDH-TPI inh: -3

Results for CC(=O)Nc1ccc(NC(=O)CSc2nc3ccccc3nc2N2CCC(C)CC2)cc1 ?
BioA inh: -1.3; BH1578 lux ind: -0.5; SSB-PriA inh: 3; UGM FP inh: -0.9; VHR inh abs: 48; Rv3671c protease: -7; FBA Mtb inh: 2; MazF activator: 0; SARS 3CLpro inh: 6; GDH-TPI inh: 20

What do the screens show for `CCOC(=O)C1=C(CNC(C)(C)CC(C)(C)C)NC(=O)NC1c1cccc([N+](=O)[O-])c1` (centres undefined)?
BH1578 lux ind: -0.1; SSB-PriA inh: 2; UGM FP inh: 1.4; VHR inh abs: 15; Rv3671c protease: -8; FBA Mtb inh: -3; MazF activator: -4; SARS 3CLpro inh: 2; GDH-TPI inh: 10

Results for Cc1cc(SCC(=O)N/N=C/c2ccc(O)c(O)c2O)c(C)cc1Br ?
BioA inh: -1.5; BH1578 lux ind: inactive; UGM FP inh: 3.8; VHR inh abs: -8; Rv3671c protease: -12; FBA Mtb inh: 4; MazF activator: -10; SARS 3CLpro inh: 4; GDH-TPI inh: 11

How did CCCC(=O)NC(C)c1nc2ccccc2n1C(C)C (centres undefined) do in these assays?
BioA inh: 0.1; BH1578 lux ind: -0.3; SSB-PriA inh: -19; UGM FP inh: 0.4; VHR inh abs: 5; Rv3671c protease: -1; FBA Mtb inh: 0; MazF activator: 16; SARS 3CLpro inh: -2; GDH-TPI inh: 0

How did Cc1noc(C)c1-c1csc(N2CCC(C(N)=O)CC2)n1 do in these assays?
BioA inh: 1.6; BH1578 lux ind: inactive; SSB-PriA inh: -2; UGM FP inh: -1.9; Rv3671c protease: -1; FBA Mtb inh: -1; MazF activator: 0; GDH-TPI inh: -1

What do the screens show for `O=C(Nc1c(-c2ccccc2)nc2ccccn12)c1cccs1`?
BH1578 lux ind: -1.6; SSB-PriA inh: -1; UGM FP inh: -1.1; VHR inh abs: 8; Rv3671c protease: -6; FBA Mtb inh: 1; MazF activator: 6; SARS 3CLpro inh: -1; GDH-TPI inh: 9

How did COc1cc(C(=O)Oc2ccc3ccc(O)cc3c2)cc(OC)c1OC do in these assays?
BioA inh: -0.5; BH1578 lux ind: -0.9; SSB-PriA inh: -29; UGM FP inh: -3.6; VHR inh abs: -5; Rv3671c protease: 4; FBA Mtb inh: 1; MazF activator: 7; SARS 3CLpro inh: -1; GDH-TPI inh: 8

Results for COc1ccc(-c2cc(C(=O)N3CCN(c4ccccc4O)CC3)c3ccccc3n2)cc1OC ?
BioA inh: 0.0; BH1578 lux ind: -0.9; SSB-PriA inh: 0; UGM FP inh: -14; VHR inh abs: 15; Rv3671c protease: -8; FBA Mtb inh: 4; MazF activator: 0; SARS 3CLpro inh: 3; GDH-TPI inh: 14

How did Cc1ccc(CN2CCC(n3nccc3NC(=O)C3CCOC3)CC2)cc1C (centres undefined) do in these assays?
BioA inh: -3.7; BH1578 lux ind: 0.1; SSB-PriA inh: -2; UGM FP inh: -0.6; VHR inh abs: 16; Rv3671c protease: -4; FBA Mtb inh: 2; MazF activator: 0; SARS 3CLpro inh: 1; GDH-TPI inh: 6

How did COc1ccc(NS(=O)(=O)c2ccc(N3CCCC3)c(N)c2)cc1 do in these assays?
BioA inh: 0.9; BH1578 lux ind: -0.5; SSB-PriA inh: 3; UGM FP inh: 1.1; VHR inh abs: 25; Rv3671c protease: 1; FBA Mtb inh: 0; MazF activator: 6; SARS 3CLpro inh: 5; GDH-TPI inh: -2

Results for CC/C(=C/c1ccccc1)c1cccc2[nH]c3c(OC)cccc3c12 ?
BioA inh: -1.2; BH1578 lux ind: 0.2; SSB-PriA inh: -5; UGM FP inh: 0.1; VHR inh abs: 32; Rv3671c protease: 0; FBA Mtb inh: 25; MazF activator: 0; SARS 3CLpro inh: -2; GDH-TPI inh: -2

How did CCN1CCc2c(OCc3ccc(C(=O)OC)o3)cccc2C1=O do in these assays?
BH1578 lux ind: inactive; SSB-PriA inh: 8; UGM FP inh: -0.4; VHR inh abs: 8; Rv3671c protease: 1; FBA Mtb inh: -3; MazF activator: 8; SARS 3CLpro inh: -5; GDH-TPI inh: -2

Results for COc1ccc(S(=O)(=O)Nc2ccc(N(C)C(C)=O)cc2)cc1 ?
BioA inh: 0.2; BH1578 lux ind: -0.2; SSB-PriA inh: 0; UGM FP inh: 2.0; VHR inh abs: -21; Rv3671c protease: 3; FBA Mtb inh: 0; MazF activator: 9; SARS 3CLpro inh: -3; GDH-TPI inh: 0

Results for O=C1C(=O)N(Cc2ccccc2)C(c2cccc(O)c2)/C1=C(\O)c1ccc2c(c1)OCCO2 (centres undefined) ?
BioA inh: -2.5; BH1578 lux ind: -0.3; UGM FP inh: -0.5; VHR inh abs: -2; Rv3671c protease: -9; FBA Mtb inh: 2; MazF activator: 2; SARS 3CLpro inh: 4; GDH-TPI inh: 20

Continued; the last 3 above are carried over.
How did CCN1CCc2c(OCc3ccc(C(=O)OC)o3)cccc2C1=O do in these assays?
BH1578 lux ind: inactive; SSB-PriA inh: 8; UGM FP inh: -0.4; VHR inh abs: 8; Rv3671c protease: 1; FBA Mtb inh: -3; MazF activator: 8; SARS 3CLpro inh: -5; GDH-TPI inh: -2

Results for COc1ccc(S(=O)(=O)Nc2ccc(N(C)C(C)=O)cc2)cc1 ?
BioA inh: 0.2; BH1578 lux ind: -0.2; SSB-PriA inh: 0; UGM FP inh: 2.0; VHR inh abs: -21; Rv3671c protease: 3; FBA Mtb inh: 0; MazF activator: 9; SARS 3CLpro inh: -3; GDH-TPI inh: 0

Results for O=C1C(=O)N(Cc2ccccc2)C(c2cccc(O)c2)/C1=C(\O)c1ccc2c(c1)OCCO2 (centres undefined) ?
BioA inh: -2.5; BH1578 lux ind: -0.3; UGM FP inh: -0.5; VHR inh abs: -2; Rv3671c protease: -9; FBA Mtb inh: 2; MazF activator: 2; SARS 3CLpro inh: 4; GDH-TPI inh: 20

How did C#CCNC(=O)C1=C[C@H](c2ccc(C(F)(F)F)cc2)C[C@H](OCc2ccc(CO)cc2)O1 do in these assays?
BioA inh: -0.7; BH1578 lux ind: -0.9; SSB-PriA inh: -7; UGM FP inh: -0.7; VHR inh abs: 3; Rv3671c protease: 4; FBA Mtb inh: 0; MazF activator: -3; SARS 3CLpro inh: 2; GDH-TPI inh: 5

What do the screens show for `COc1ccc(Oc2ccc(N/C=C/C(=O)C(C)(C)C)cc2)cc1`?
BH1578 lux ind: -2.1; SSB-PriA inh: -22; UGM FP inh: -1.5; VHR inh abs: 22; Rv3671c protease: 1; FBA Mtb inh: 1; MazF activator: -10; SARS 3CLpro inh: 4; GDH-TPI inh: 1

How did Cc1ccc(C(=O)c2c[nH]c3c(F)cc(F)cc3c2=O)cc1 do in these assays?
BioA inh: -0.2; BH1578 lux ind: inactive; SSB-PriA inh: -18; UGM FP inh: 1.5; VHR inh abs: -4; Rv3671c protease: 2; FBA Mtb inh: 2; MazF activator: 6; SARS 3CLpro inh: 0; GDH-TPI inh: 8

What do the screens show for `Cc1ccc(S(=O)(=O)N(C)C)cc1NC(=O)c1ccc2ccccc2n1`?
BioA inh: -0.9; BH1578 lux ind: inactive; SSB-PriA inh: -8; UGM FP inh: 1.8; VHR inh abs: 6; Rv3671c protease: -1; FBA Mtb inh: 2; MazF activator: 2; SARS 3CLpro inh: -5; GDH-TPI inh: 10

Results for CN(C)S(=O)(=O)c1ccc(C(=O)Nc2nnc(SCc3ccccc3)s2)cc1 ?
BioA inh: -2.5; BH1578 lux ind: -0.3; SSB-PriA inh: 0; UGM FP inh: -0.4; VHR inh abs: 0; Rv3671c protease: -13; FBA Mtb inh: 1; MazF activator: 6; SARS 3CLpro inh: -5; GDH-TPI inh: 5

Results for O=C(COC(=O)CNC(=O)c1cccc([N+](=O)[O-])c1)NCc1ccco1 ?
BioA inh: 0.0; BH1578 lux ind: inactive; SSB-PriA inh: -1; UGM FP inh: 1.2; VHR inh abs: 24; Rv3671c protease: 3; FBA Mtb inh: 2; MazF activator: 0; SARS 3CLpro inh: -1; GDH-TPI inh: -4

How did CCC(C)(C)n1nnnc1C(c1ccc(N(C)C)cc1)N1CCN(C2CCCCC2)CC1 (centres undefined) do in these assays?
BioA inh: 7.9; BH1578 lux ind: inactive; SSB-PriA inh: -7; VHR inh abs: 7; FBA Mtb inh: -1; MazF activator: 4; SARS 3CLpro inh: 0; GDH-TPI inh: 5

What do the screens show for `COC(=O)[C@H](NC(=O)c1cc(-c2ccccc2)nc2ccccc12)c1ccccc1`?
BioA inh: -1.5; BH1578 lux ind: 0.5; SSB-PriA inh: -1; UGM FP inh: 3.0; Rv3671c protease: -6; FBA Mtb inh: 0; MazF activator: 2; GDH-TPI inh: 7

Results for Cc1ccc(S(=O)(=O)N2CCC(C(=O)N[C@@H](C)C(=O)NC3CCCCC3)CC2)cc1 ?
BioA inh: 2.0; BH1578 lux ind: -0.3; SSB-PriA inh: -14; UGM FP inh: 2.3; VHR inh abs: -28; Rv3671c protease: 5; FBA Mtb inh: 1; MazF activator: 3; SARS 3CLpro inh: -1; GDH-TPI inh: -4

How did c1coc(C2=NCCc3ccccc32)c1 do in these assays?
BioA inh: 7.1; BH1578 lux ind: 0.7; SSB-PriA inh: -16; UGM FP inh: 2.9; VHR inh abs: -8; Rv3671c protease: -5; FBA Mtb inh: 2; MazF activator: 5; SARS 3CLpro inh: -10; GDH-TPI inh: 1

How did CC(C)N=C(NC#N)SCc1ccccc1 do in these assays?
BioA inh: 4.9; BH1578 lux ind: inactive; SSB-PriA inh: -5; UGM FP inh: -1.9; VHR inh abs: 15; Rv3671c protease: 9; FBA Mtb inh: -2; MazF activator: 0; SARS 3CLpro inh: 5; GDH-TPI inh: 8

What do the screens show for `CCOC(=O)C1(CCOC)CCN(Cc2ccc3nonc3c2)CC1`?
BioA inh: -1.9; BH1578 lux ind: -0.4; SSB-PriA inh: -6; UGM FP inh: -4.7; VHR inh abs: 17; Rv3671c protease: 11; FBA Mtb inh: -1; MazF activator: 5; SARS 3CLpro inh: 0; GDH-TPI inh: 27
